Source: PubChem (several laboratories)
TRPML3 ag = human mucolipin-3 channel agonism; Q8TDD5; HEK293 TRPML3-YFP, Fluo-8 calcium fluorescence; 100% = the carbachol control signal; activation, % at 3 µM; 220,000 compounds, 0.29% hits; AID 1448;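 active = activation above its plate's cutoff, the mean activation of the plate's test wells plus 3 SD, cut at about 12% in these data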;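 note: 0% = DMSO only wells and 100% = carbachol wells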
Target sequence (Q8TDD5 whole entry, looked up): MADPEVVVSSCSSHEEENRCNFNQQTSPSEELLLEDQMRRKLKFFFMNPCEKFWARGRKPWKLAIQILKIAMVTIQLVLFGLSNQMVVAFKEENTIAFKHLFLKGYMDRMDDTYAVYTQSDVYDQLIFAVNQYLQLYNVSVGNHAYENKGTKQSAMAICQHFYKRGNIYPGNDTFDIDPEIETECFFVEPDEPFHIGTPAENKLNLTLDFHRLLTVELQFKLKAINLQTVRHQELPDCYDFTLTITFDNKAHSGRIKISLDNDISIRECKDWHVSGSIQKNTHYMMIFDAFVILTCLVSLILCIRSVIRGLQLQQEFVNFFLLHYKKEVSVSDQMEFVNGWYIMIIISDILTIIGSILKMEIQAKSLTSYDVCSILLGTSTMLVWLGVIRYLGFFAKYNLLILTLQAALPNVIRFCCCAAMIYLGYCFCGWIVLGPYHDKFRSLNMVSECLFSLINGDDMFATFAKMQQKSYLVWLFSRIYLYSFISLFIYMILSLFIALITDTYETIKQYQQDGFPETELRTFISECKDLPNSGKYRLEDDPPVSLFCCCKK
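Material: TRPML3-YFP stable HEK293 cells | Dosing: One concentration, 3 µM nominal, 0.3% DMSO | Timing: 125 s total fluorescence read per well | Technique: Fluo-8 calcium dye fluorescence, ex 470-495, em 515-575 nm | Measure: Percent activation from peak-to-basal fluorescence ratio, scaled between DMSO and carbachol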
m-calpain inh = calpain II (pig) inhibition; purified calpain II, fluorogenic peptide substrate, 30 min; inhibition, % at 16 µM; 220,000 compounds, 0.37% hits; AID 1236;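 active = inhibition above about 50%, limit read from the data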
S1P4 ag = agonists of human S1P4 receptor; S1P4-expressing cell line, agonist reporter assay; activation, % at 4.98 µM; 220,000 compounds, 0.35% hits; AID 1509; in the data active = activation above about 11%;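 note: 0% = DMSO vehicle and 100% = reference agonist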
S1P4 antag = blocks the human S1P4 receptor; AID 1510; 220,000 compounds, 0.26% hits; inhibition, % at 4.98 µM; S1P4-expressing cells, antagonist mode, reporter read-out; O95977; in the data active = inhibition above about 29%;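 note: 0% = wells stimulated with agonist and 100% = vehicle wells without agonist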
PERK inhibitor = blocks human PERK kinase. inhibition, % at 5.6 µM. CHO PERK-DD fusion, SEAP luminescence translation reporter. 220,000 compounds, 0.17% hits. Q9NZJ5;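 active = inhibition above the mean inhibition of all tested compounds plus 3 SD, set separately per screening campaign, cut at about 2.9% in these data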;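 note: PERK kinase domain activated by AP20187 dimerizer at 100 nM; 0% = DMSO with dimerizer and 100% = rapamycin at 8.4 µM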
BaF3 tox = reduces parental Ba/F3 cell viability, JAK2V617F counter-screen. 220,000 compounds, 1.1% hits. CellTiter-Glo ATP luminescence. inhibition, % at 5.6 µM;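 active = inhibition above a per-campaign cutoff, the mean inhibition of all tested compounds plus 3 SD, cut at about 27% in these data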;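 note: 0% = DMSO wells and 100% = JAK Inhibitor I control wells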
Ba/F3 V617F tox = reduce viability of Ba/F3 cells dependent on JAK2V617F | Ba/F3 EpoR-JAK2V617F viability, ATP luminescence | 220,000 compounds, 1.1% hits | inhibition, % at 5.6 µM;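 active = inhibition above the campaign mean plus 3 SD over all tested compounds, cut at about 24% in these data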;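 note: cytokine-independent growth of Ba/F3 cells driven by EpoR plus mutant JAK2; 0% = DMSO-treated cells and 100% = JAK inhibitor I control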
EP2 mod = EP2 receptor (human) modulation; P43116; EP2-expressing cells, cAMP HTRF FRET, PGE2 co-stimulation; induction, % at 25 µM; 260,000 compounds, 0.83% hits; AID 940;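 active = compounds whose cAMP rise, as percent of the full-agonist control response, exceeds 60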;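 note: rat C6 glioma line stably carrying human EP2 under a CMV promoter; the protocol text gives 20 µM as final concentration; 100% = response of wells given 1 µM PGE2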
Target sequence (P43116 whole entry, looked up): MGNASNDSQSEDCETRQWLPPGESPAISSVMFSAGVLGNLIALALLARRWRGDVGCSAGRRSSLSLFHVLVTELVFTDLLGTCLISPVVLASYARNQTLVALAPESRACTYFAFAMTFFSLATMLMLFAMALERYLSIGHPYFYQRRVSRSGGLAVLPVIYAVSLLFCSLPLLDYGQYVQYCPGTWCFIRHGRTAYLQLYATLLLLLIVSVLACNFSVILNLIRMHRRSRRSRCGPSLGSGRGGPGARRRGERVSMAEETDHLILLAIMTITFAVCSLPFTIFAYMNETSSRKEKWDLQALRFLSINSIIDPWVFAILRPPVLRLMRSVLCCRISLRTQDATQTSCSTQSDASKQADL
zfTRPN1 agonist = zebrafish TRPN1 (NompC) channel agonism. HEK293 zebrafish TRPN1-YFP, Fluo-8 calcium fluorescence; 100% = response to 87 µM carbachol. activation, % at 3 µM. 220,000 compounds, 0.18% hits;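 active = activation above its plate's cutoff, the mean activation of test wells on that plate plus 3 SD, cut at about 19% in these data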;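 note: 0% = DMSO alone and 100% = 87 µM carbachol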
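System: zebrafish TRPN1-YFP in HEK293 cells / Dosing: 3 µM single point / Timing: dye loading 1 h at 37 °C, then 30 min room temperature / Signal: Fluo-8 calcium fluorescence, excitation 470-495 nm, emission 515-575 nm / Read-out basis: percent activation from peak over basal fluorescence ratio, control-normalized / Control set: high carbachol 87 µM, low DMSO alone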
* = called active by the depositor; . = no result given; & = joins results of further samples.

SMILES	TRPML3 ag	m-calpain inh	S1P4 ag	S1P4 antag	PERK inhibitor	BaF3 tox	Ba/F3 V617F tox	EP2 mod	zfTRPN1 agonist
Cc1cc([N+](=O)[O-])nn1CC(=O)Nc1ccc(Cl)cn1	-0.6	30	1.3	-2	-1.2	3	2	-18	-0.1
COc1ccccc1OCC(=O)Nc1nnc(-c2ccco2)s1	0.4	-56	0.8	-6	0.2	5	0	2	1.5
COc1ccccc1C(=O)Nc1cccc(Oc2c(F)c(F)c(F)c(F)c2F)c1	2.3	-2	2.6	-15	0.1	-5	-2	13	5.4
Cc1ccc(NS(=O)(=O)c2ccc(C)c(NC(=O)COc3ccccc3)c2)c(C)c1	-0.4	21	0.4	-14	0.4	7	0	-22	-2.3
Clc1nnc2ccc(-c3ccccc3)nn12	0.2	-42	1.1	-26	0.9	4	-2	36	-1.7
CCOC(=O)c1cn(CC)c2cc(N3CCCCC3)c(F)cc2c1=O	0.3	.	-0.3	-11	-0.2	5	1	.	0.3
CCOC(=O)N1CCN(C(=O)CSCC(=O)N=c2sc3ccccc3n2C)CC1	0.6	4	-0.7	-4	-2.0	7	3	18	1.0
CC1=NN(c2ccccc2)C(=O)C1C(=O)c1ccc(Cl)cc1 (stereo not given)	-0.1	22	-0.1	0	0.8	6	0	-5	-1.6
Cc1ccc(/C=C/C(=O)NC(=S)N2CCN(c3ccc(F)cc3)CC2)cc1	0.8	-23	-0.9	-18	0.8	-2	-4	-15	0.5
COc1ccc2c(c1)c(C(=O)CNc1nc(C)cs1)c(C)n2C	-1.2	-6	-2.9	-2	-1.4	3	1	10	-2.0
COc1ccc(C(CC(=O)O)NS(=O)(=O)c2ccc(C)cc2)cc1OC (stereo not given)	0.7	-11	-1.8	2	0.8	6	-1	-4	0.5
CCOc1ccccc1NC(=O)Cn1c(=O)n(-c2ccc(OC)cc2OC)c(=O)c2c(C)c(C(=O)N(CC)CC)sc21	-0.4	-21	0.8	9	0.5	1	0	7	-1.3
COc1cccc(-n2c(SCC(=O)N3CCCCC3)nc3c([nH]c4ccccc43)c2=O)c1	0.7	15	-0.3	-6	0.5	-3	4	-15	0.3
O=C(CN1CCN(C/C=C/c2ccccc2)CC1)NCc1ccccc1	1.1	2	0.5	-16	1.5	4	0	-2	0.7
O=C1NCCCC1C(=O)N/N=C/c1cccc(O)c1 (stereo not given)	0.1	-3	0.5	-5	0.0	9	3	17	0.1
Cc1c(C(=O)N(Cc2ccccc2)Cc2cccs2)cnn1-c1ccc(Cl)cc1	-0.3	47	1.0	12	-1.1	-1	4	-13	0.5
Cc1nonc1CN(C)C(=O)c1ccc(OC2CCN(Cc3ccccn3)CC2)cc1	0.7	3	-0.5	-7	0.6	8	1	-6	0.2
Cc1ccc(NC(=S)N(CCN(C)C)C(C)c2ccco2)c(C)c1 (stereo not given)	0.2	-9	-0.5	-16	0.2	-7	-3	8	1.3
Cc1c(Cl)cccc1NC(=O)c1cc(-c2ccccc2O)n[nH]1	0.6	24	0.4	16	-0.3	9	4	-29	0.8
Cc1cc(C)n2nc(SCc3cc(=O)oc4ccc5ccccc5c34)nc2n1	0.5	-90	1.1	-15	-0.1	4	-1	7	-0.2
Cc1ccc(-c2nn(-c3ccccc3)c3[nH]c(=O)c(CNCc4ccccc4)cc23)cc1	0.3	-130	0.9	-1	-0.9	4	-1	-16	-1.2
O=C(O)Cn1cc2c(n1)CCCCC2	1.6	-7	-1.6	-29	0.0	1	0	24	-0.4
COc1ccc(N2CN=C3SCC(=O)N3C2)cc1	1.1	-17	-0.8	-1	0.7	6	-1	5	-1.5
Cc1ccc(S(=O)(=O)ON2C(=O)c3cccc4cccc(c34)C2=O)cc1	0.1	-155	0.2	-21	1.1	-1	-4	2	-1.8
OCC1OC(n2nc3ccccc3n2)C(O)C(O)C1O (stereo not given)	0.9	-15	1.2	-14	1.2	28*	-1	-17	1.3

13 entries out of the list, sorted by molar mass, rising:
SMILES	TRPML3 ag	m-calpain inh	S1P4 ag	S1P4 antag	PERK inhibitor	BaF3 tox	Ba/F3 V617F tox	EP2 mod	zfTRPN1 agonist
Clc1nnc2ccc(-c3ccccc3)nn12	0.2	-42	1.1	-26	0.9	4	-2	36	-1.7
O=C1NCCCC1C(=O)N/N=C/c1cccc(O)c1 (stereo not given)	0.1	-3	0.5	-5	0.0	9	3	17	0.1
COc1ccc(N2CN=C3SCC(=O)N3C2)cc1	1.1	-17	-0.8	-1	0.7	6	-1	5	-1.5
OCC1OC(n2nc3ccccc3n2)C(O)C(O)C1O (stereo not given)	0.9	-15	1.2	-14	1.2	28*	-1	-17	1.3
Cc1cc([N+](=O)[O-])nn1CC(=O)Nc1ccc(Cl)cn1	-0.6	30	1.3	-2	-1.2	3	2	-18	-0.1
Cc1c(Cl)cccc1NC(=O)c1cc(-c2ccccc2O)n[nH]1	0.6	24	0.4	16	-0.3	9	4	-29	0.8
CCOC(=O)c1cn(CC)c2cc(N3CCCCC3)c(F)cc2c1=O	0.3	.	-0.3	-11	-0.2	5	1	.	0.3
COc1ccc(C(CC(=O)O)NS(=O)(=O)c2ccc(C)cc2)cc1OC (stereo not given)	0.7	-11	-1.8	2	0.8	6	-1	-4	0.5
Cc1cc(C)n2nc(SCc3cc(=O)oc4ccc5ccccc5c34)nc2n1	0.5	-90	1.1	-15	-0.1	4	-1	7	-0.2
Cc1ccc(-c2nn(-c3ccccc3)c3[nH]c(=O)c(CNCc4ccccc4)cc23)cc1	0.3	-130	0.9	-1	-0.9	4	-1	-16	-1.2
Cc1nonc1CN(C)C(=O)c1ccc(OC2CCN(Cc3ccccn3)CC2)cc1	0.7	3	-0.5	-7	0.6	8	1	-6	0.2
Cc1ccc(NS(=O)(=O)c2ccc(C)c(NC(=O)COc3ccccc3)c2)c(C)c1	-0.4	21	0.4	-14	0.4	7	0	-22	-2.3
COc1cccc(-n2c(SCC(=O)N3CCCCC3)nc3c([nH]c4ccccc43)c2=O)c1	0.7	15	-0.3	-6	0.5	-3	4	-15	0.3

Later entries:
SMILES	TRPML3 ag	m-calpain inh	S1P4 ag	S1P4 antag	PERK inhibitor	BaF3 tox	Ba/F3 V617F tox	EP2 mod	zfTRPN1 agonist
Cc1ccc(NS(=O)(=O)c2cccc(C(=O)NNC(=O)NC3CCCCC3)c2)c(C)c1	0.5	19	1.0	6	1.8	7	-3	28	-0.9
CC1CCCCN1C(=O)C1CC(c2ccc(F)cc2)=NO1 (stereo not given)	1.3	-18	1.2	-16	0.1	6	0	6	1.0
COC(CN(C(=O)CCl)C(C(=O)NC1CCCC(C)C1C)c1ccc(C)cc1)OC (stereo not given)	0.6	35	1.0	-2	0.0	6	3	7	-0.4
Cc1nc(-c2ccc(C(=O)N3CCOCC3)cc2)cs1	0.7	-9	0.6	-2	2.2	-1	-6	3	1.3
Cc1cc(C(=O)Nc2ccc(OCc3ccccc3)cc2)c(C)o1	-0.1	-6	-0.4	10	-0.6	5	7	-54	-0.6
COC(=O)NC(Nc1sc2c(c1C(N)=O)CCCC2)(C(=O)OC)C(F)(F)F (stereo not given)	0.8	-7	-0.3	-14	0.8	5	-2	16	0.6
CCOC(=O)c1sc(=NC(=O)c2ccco2)n(C)c1C	-0.3	-1	-0.2	-3	-0.2	5	1	14	-2.2
CCOC(=O)Cn1cc(/C=C(\C#N)C(=O)N2CCOCC2)c2ccccc21	0.6	-6	-0.5	-14	-1.3	1	-1	-29	1.2
Cc1cccc(C(=O)NNC(=O)c2cc3cc4ccccc4nc3s2)c1	0.1	-6	-0.1	1	0.5	0	-2	-29	-1.2
O=C(c1ccccc1)N1CCN(CC#CC2(O)CCCCC2)CC1	0.1	36	-0.4	-5	0.3	3	-3	-24	0.7
Cc1ccc(CNC(=O)CSc2ccc(-c3cccs3)nn2)cc1	-0.9	-11	2.2	-22	0.4	3	-4	-4	-0.2
Cn1c(SCc2ccccn2)nnc1-c1ccccc1	1.6	-33	0.2	-8	1.2	7	-2	6&21	1.7
O=C(Nc1nc(N2C(=O)c3ccccc3C2=O)n(-c2ccccc2)n1)c1ccc(F)cc1	0.2	-22	1.2	-15	1.4	-1	-4	4	0.6
CC(/C=C/c1ccco1)=N/NC(=O)Cc1cccs1	0.8	-164	-1.5	12	2.7	1	-1	10	-0.2
O=C(O)CCc1ccc(-c2ccc(F)cc2)n1CC(=O)O	0.1	-26	-2.5	-13	-0.7	2	2	17	1.2
COc1ccc(C(=O)c2ccc(N3CCN(C(=O)c4ccc(F)cc4)CC3)c(F)c2)cc1Br	0.7	-75	0.8	-14	-1.1	4	2	-12	1.5
O=C(NCc1ccccc1Cl)c1ccc2c(=O)n(CCCN3CCCC3=O)c(=S)[nH]c2c1	-0.1	-16	-0.6	2	1.8	9	0	6	0.8
O=c1[nH]c2cc3c(cc2cc1CN(Cc1nnnn1CC1CCCO1)C1CCCC1)OCO3 (stereo not given)	-0.1	-36	-2.2	2	1.3	3	-2	10	-0.9
Cc1noc(C)c1COc1cccc(C(=O)NCCc2c[nH]c3ccccc23)c1	0.4	-1	0.3	-3	0.5	8	1	-64	0.7
O=C1CSC(=S)N1/N=C/c1ccc(Cl)c([N+](=O)[O-])c1	0.3	4	0.8	3	0.1	3	-5	10&-48	-1.5
Oc1ccccc1C=NCCN=Cc1ccccc1O	0.4	-7	1.3	-10	0.5	2	-2	33	0.8
O=C(C1CCCO1)N1CCN(C(=S)Nc2ccccc2Cl)CC1 (stereo not given)	0.6	-2	0.4	-11	0.1	3	-6	2	-1.8
Cc1c(C(=O)O)oc2c3c(ccc12)OCCO3	-0.3	-84	2.6	-7	1.6	0	-4	2	1.3
O=[N+]([O-])c1ccc2c(c1Nc1ccccc1)=NC1(CCCCC1)N=2	-0.3	31	-1.1	5	0.6	0	0	10	-0.5
Cc1ccc(C(NC(=O)C(C)C)c2cc([N+](=O)[O-])c3cccnc3c2O)cc1 (stereo not given)	0.5	-88	0.4	-5	1.9	2	-6	4	-1.4
CCOC(=O)c1ccc2nc(NC(=O)c3cccs3)sc2c1	1.7	-34	-0.1	3	0.3	5	0	-4	1.2
COc1ccc2c(c1)c1nnc(SC)nc1n2C	-1.4	-22	-0.3	-2	0.8	6	-3	17	1.1
N/C(=N\OC(=O)c1cc(Cl)ccc1Cl)c1cccnc1	-0.3	14	2.2	-3	0.3	4	3	-5	0.0
Cn1c(CN2CCOCC2)nc2cc(NC(=O)c3ccc(Cl)cc3)ccc21	1.9	3	-0.2	-7	-0.4	12	3	-28	3.9
